# PhoP GFP inhibition = Inhibition of PhoP regulon, Salmonella typhi GFP reporter cells, confirmation, 4 h (AID 1850) | Salmonella Typhi PhoP-promoter GFP reporter, fluorescence, 4 h; higher % means a stronger effect | one-dose inhibition, % at 50 µM; IC50 in µM for titrated hits | hit rate 0.33% among 310,000; in the data active = a potency from the dose series; inconclusive = inhibition mostly from about 25% at the one dose, without a potency; inactive = the rest, 99 in 100 with inhibition below about 19%;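 note: 0% = induced wells with vehicle and 100% = uninduced wells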
# M. tuberculosis HTS = M. tuberculosis growth inhibition, HTS (AID 449762). hit rate 0.59% among 330,000. inhibition, % at 25 µM, or IC50 in µM where a hit was titrated. M. tuberculosis H37Rv growth inhibition, 7H9 media; higher % means a stronger effect; in the data active = a potency from the dose series; inconclusive = inhibition above about 70% without an active follow-up result;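 note: bacterial growth assessed after seven days of incubation; strong numbers were not always called active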
# H1N1 NS1A inhibition = H1N1 influenza NS1A inhibitors, functional cell based assay (AID 504329); NS1A functional cell-based assay, percent inhibition; higher % means a stronger effect; inhibition, % at 12.5 µM, or IC50 in µM where a hit was titrated; hit rate 0.3% among 340,000; in the data active = a potency from the dose series; inconclusive = inhibition above about 27% without an active follow-up result; note: strong numbers were not always called active
# M. tuberculosis = growth inhibition of non-replicating M. tuberculosis (AID 488890); Mycobacterium tuberculosis non-replicating, growth inhibition; higher % means a stronger effect; inhibition, % at 25 µM, or IC50 in µM where a hit was titrated; hit rate 0.39% among 320,000; in the data active = a potency from the dose series; inconclusive = inhibition mostly from about 82% at the one dose, without a potency; inactive = the rest, 99 in 100 with inhibition below about 76%;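 note: plate controls were DMSO cells for no effect and high antibiotic wells for full effect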
# VEEV TC-83 Vero = inhibitors of VEEV TC-83 cytopathic effect, confirmation, Vero cells (AID 588727); Vero cells, VEEV TC-83 cytopathic effect inhibition; higher % means a stronger effect; one-dose inhibition, % at 20 µM; IC50 in µM for titrated hits; hit rate 0.13% among 350,000; in the data active = a potency from the dose series; inconclusive = inhibition mostly from about 14% at the one dose, without a potency; inactive = the rest, 99 in 100 with inhibition below about 12%; note: strong numbers were not always called active
# VEEV TC-83 Vero 10K pilot screen = further read-out of VEEV TC-83 Vero, marked with its call; inhibition, %; measured here: 10K pilot screen inhibition
# Active calls of the source: *; i = inactive; ? = inconclusive; . = no result given.
# The first 3 entries as a preview:
SMILES,PhoP GFP inhibition,M. tuberculosis HTS,H1N1 NS1A inhibition,M. tuberculosis,VEEV TC-83 Vero,others
Cc1cccc(C)c1OCc1nnc(SCC(=O)Nc2ccccc2F)o1,-11%,-12%,1%,43%,0.2%,
COCCCn1c(SCC(=O)N2CCCCC2C)nnc1-c1ccco1 (stereo unspecified),-6%,3%,11%,4%,0.4%,
CCOc1ccccc1/C=C/C(=O)N1CCN(C(=O)c2ccco2)CC1,.,-13%,1%,5%,1.5%,

# Main list, from the first entry:
SMILES,PhoP GFP inhibition,M. tuberculosis HTS,H1N1 NS1A inhibition,M. tuberculosis,VEEV TC-83 Vero,others
Cc1cccc(C)c1OCc1nnc(SCC(=O)Nc2ccccc2F)o1,-11%,-12%,1%,43%,0.2%,
COCCCn1c(SCC(=O)N2CCCCC2C)nnc1-c1ccco1 (stereo unspecified),-6%,3%,11%,4%,0.4%,
CCOc1ccccc1/C=C/C(=O)N1CCN(C(=O)c2ccco2)CC1,.,-13%,1%,5%,1.5%,
O=C(C1CCCCCC1)N1CC[C@@H](N2CCC(O)CC2)[C@H](O)C1,-5%,-1%,0%,-11%,i,
CCOC(=O)N1CCN(CCC(=O)c2ccc(Br)cc2)CC1,94µM*,?,-3%,?,3.0%,
COc1ccc(N2C(=O)c3ccc(C(=O)Nc4ccccc4O)cc3C2=O)cc1,2%,-3%,-15%,17%,0.1%,
CCN(Cc1ccncc1)Cc1cn(C)nc1-c1ccc(Oc2ccccc2)cc1,-17%,32%,12%,28%,i,
CC(=O)N1CCc2cc(S(=O)(=O)NCCC(=O)Nc3cc(C)cc(C)c3)ccc21,-7%,-7%,6%,-6%,i,
COC(=O)N(C)CCCC1(C)C(=O)N(C)c2ccc(O)cc21 (stereo unspecified),-5%,-3%,6%,6%,2.8%,
CC(=O)Nc1ccccc1C(=O)C(=O)Nc1cccc(C(=O)NCc2ccccc2)c1,2%,8%,-2%,3%,i,
Cc1cc(S(=O)(=O)N2CCCOC2CNC(=O)C(=O)NCCCN2CCOCC2)ccc1F (stereo unspecified),-5%,-19%,-6%,-5%,0.8%,
CCCCn1c(Nc2ccc(OC)cc2)nc2ccccc21,-11%,5%,0%,14%,0.4%,
O=C(NCc1ccccc1Cl)C1(S(=O)(=O)c2ccc(Cl)cc2)CC1,14%,8%,0%,14%,i,
COc1cccc(C2=CC(c3cccc(OC)c3OC)n3nnnc3N2)c1 (stereo unspecified),-2%,?,-6%,29%,7.8%,
O=C(O)c1ccccc1S(=O)(=O)NCC(O)COC1CCCCC1 (stereo unspecified),6%,-3%,18%,-7%,3.3%,
CCC(C(=O)NCc1ccco1)N(C(=O)CNS(=O)(=O)c1ccc(C)cc1)c1ccccc1OC (stereo unspecified),.,.,4%,.,5.0%,
CCOC(=O)c1c(NC(=O)CN2C(=O)NC3(CCCCC3C)C2=O)sc(C)c1C (stereo unspecified),-13%,6%,-4%,5%,0.9%,
COc1cc2c(cc1OC)CN(CC(=O)NC(=O)NCc1ccccc1)CC2,-16%,-4%,7%,12%,8.0%,
CCc1c(C)c(C#N)c2nc3ccccc3n2c1N(C)C,0%,-5%,-8%,3%,1.1%,
Cc1c(NC(N)=O)c(=O)n(-c2ccccc2)n1C,-6%,6%,-6%,1%,i,
CC(C)C(=O)N(Cc1cc2ccccc2[nH]c1=O)C(C)C,-7%,-2%,-5%,-5%,1.7%,
Cc1ccc2cccc(OCc3ccc(Br)cc3)c2n1,-15%,10%,-16%,33%,i,
CC(C)(CNC(=O)c1cccs1)CNC(=O)c1cccs1,-7%,3%,-2%,55%,0.1%,
CC1CN(Cc2ccccc2)C(C)CC1O (stereo unspecified),1%,5%,-8%,3%,0.6%,
CSc1ccc(CCNC(=O)CCc2nnc3ccc(N4CCC5(CC4)OCCO5)nn23)cc1,-14%,3%,4%,.,i,
# (cont.)
SMILES,PhoP GFP inhibition,M. tuberculosis HTS,H1N1 NS1A inhibition,M. tuberculosis,VEEV TC-83 Vero,others
Cc1noc2ncnc(Oc3ccc(C(C)(C)C)cc3)c12,-10%,4%,-12%,30%,2.5%,
CCCCNS(=O)(=O)c1ccc2nc(SCC(=O)Nc3ccccc3Cl)[nH]c2c1,-7%,7%,-4%,49%,9.6%,
COc1ccccc1N/C(N)=N/c1nc(C)cc(C)n1,10%,7%,19%,9%,i,
Cc1cc(C)c(S(=O)(=O)NC2CC3CCC2C3)c(C)c1 (stereo unspecified),0%,4%,18%,38%,0.8%,
COCCC(=O)NNS(=O)(=O)c1ccc(Cl)cc1,-6%,1%,-6%,-19%,0.0%,
CCOC(=O)C1=C(C)NC(=S)N(C=O)C1c1ccccc1 (stereo unspecified),-12%,12%,11%,19%,6.3%,
Cn1cc(/C=N/NC(=O)c2ccccc2O)c2ccccc21,-2%,11%,-16%,?,0.3%,
O=C1NC(c2ccc(Cl)cc2)Oc2ccccc21 (stereo unspecified),-6%,1%,0%,-11%,i,
Cc1cccc(OCC(=O)N(Cc2ccc(F)cc2)C2CCS(=O)(=O)C2)c1C (stereo unspecified),4%,0%,-2%,16%,3.6%,
CCCCc1noc(-c2c(-c3ccccc3Cl)noc2C)n1,-2%,5%,-9%,33%,i,
C=CCNC(=O)c1onc(CSc2ccc(C(C)C)cc2)c1C(=O)O,-5%,-9%,-7%,25%,0.7%,
CSc1nsc(SCc2ccc(F)cc2)n1,4%,1%,-3%,79%,2.2%,
CCCCOc1cccc(C(=O)NC(=S)Nc2cccc(NC(=O)c3ccccc3Cl)c2)c1,-5%,6%,-4%,8%,1.6%,
O=C(N/N=C/C=C/c1ccccc1)C1CC1c1ccccc1 (stereo unspecified),3%,12%,11%,27%,10%,
O=C1CCCCc2sc(Br)c([N+](=O)[O-])c2N1,12%,?,-19%,75%,0.3%,
Cc1ccc(CNC(=O)C23CN(Cc4ccccc4)CC2C(c2cccc([N+](=O)[O-])c2)=NO3)cc1 (stereo unspecified),-11%,9%,15%,6%,0.2%,
Cc1ccc(S(=O)(=O)NCC(=O)OCC(=O)Nc2cccc(S(=O)(=O)N3CCOCC3)c2)cc1,.,-4%,-2%,-10%,1.6%,
CCNC(=O)CCC(=O)Nc1cc(Cl)ccc1C,-4%,0%,1%,-10%,4.6%,
CC1CN(S(=O)(=O)c2ccc(C(=O)Nc3nnc(-c4ccc5c(c4)CCCC5)o3)cc2)CC(C)O1 (stereo unspecified),-7%,?,-5%,.,8.0%,
Cc1cc(O)c(C(C)C)cc1NC1=NS(=O)(=O)c2ccccc21,3%,1%,-2%,7%,2.0%,
O=S(=O)(c1ccc(Br)c2ccccc12)N1CCOCC1,3%,6%,-4%,-11%,0.9%,
CC[C@@H](C)CN1C(=O)N[C@@H](CCc2ccccc2)C(C(C)=O)=C1C,-11%,-1%,-1%,-14%,2.4%,
ON1C2CCCCC2N(O)C1c1ccccc1F (stereo unspecified),7%,-4%,5%,-5%,i,
O=c1cc(CN2CCC3(CC2)OCCO3)c2c(ccc3ccccc32)o1,-8%,-4%,-2%,.,5.2%,
N#Cc1cc2c(nc1SCc1nc3ccccc3[nH]1)CCC2,-1%,70%,.,6%,.,

# The final two records of the part above lead into the next.
SMILES,PhoP GFP inhibition,M. tuberculosis HTS,H1N1 NS1A inhibition,M. tuberculosis,VEEV TC-83 Vero,others
O=c1cc(CN2CCC3(CC2)OCCO3)c2c(ccc3ccccc32)o1,-8%,-4%,-2%,.,5.2%,
N#Cc1cc2c(nc1SCc1nc3ccccc3[nH]1)CCC2,-1%,70%,.,6%,.,
CCCc1ccc2oc(C(=O)NCCN3CCCC(C(N)=O)C3)c(C)c2c1 (stereo unspecified),8%,6%,1%,12%,0.9%,
O=S(=O)(Nc1ccc2nc(N3CCOCC3)sc2c1)c1ccccc1,.,.,0%,.,5.8%,
COc1ccc(C2C3=C(Nc4ncnn42)c2ccccc2CC3)cc1OC (stereo unspecified),-17%,-2%,.,12%,.,
O=C(CN1CCc2ccccc2C1)c1cccs1,-4%,1%,-3%,31%,0.2%,
Cc1ccc(N(CC(=O)Nc2ccc(Br)c(C)c2)S(=O)(=O)c2c(C)[nH]c(=O)[nH]c2=O)cc1,-4%,3%,5%,16%,2.9%,
O=C1C2CCCCN2C(=O)N1CCN1CCN(c2ccc([N+](=O)[O-])cc2)CC1 (stereo unspecified),2%,0%,-12%,-1%,1.1%,VEEV TC-83 Vero 10K pilot screen=0.1
COc1cc(/C=N/NC(=O)COc2c(C)cc([N+](=O)[O-])cc2C)ccc1OC(=O)c1ccccc1Br,-8%,0%,-6%,-4%,4.8%,
Cc1cn2c(=O)c(C(=O)N3CCN(c4ccccc4F)CC3)cnc2s1,-14%,-14%,-2%,-24%,i,
Cc1ccc2c(c1)nnn2C1CCN(C(=O)C2CCCCC2)CC1,-6%,5%,7%,3%,7.0%,
NC1=NS(=O)(=O)NC1c1cccc(Cl)c1 (stereo unspecified),8%,-1%,-8%,-1%,i,
CCC(C(=O)NC(C)(C)C)N(C(=O)c1ccc(Cl)nc1)C1CCCC1 (stereo unspecified),-1%,0%,6%,-5%,i,
CC(/C=C/c1ccccc1)=N/NC(=O)Cn1nnc(N)n1,4%,-2%,.,3%,0.1%,
COc1ccc(S(=O)(=O)N2CCCCCC2)cc1C(=O)N(C)CCOc1ccc(Cl)cc1,9%,-4%,-4%,18%,6.7%,
CCOc1ccccc1C(=O)NCC(=O)NNC(=O)c1cccc(S(=O)(=O)Nc2ccc(OC)cc2)c1,-1%,-6%,-8%,11%,2.6%,
NC(=O)c1sc2cc(C(F)(F)F)cnc2c1-c1cccs1,2%,10%,-6%,13%,4.4%,
CC(=O)Nc1ccc(N=Cc2c(O)ccc3ccccc23)cc1,-7%,5%,-2%,12%,0.4%,
CC1=NN(C(C#N)c2ccccc2)C(c2ccccc2)C1 (stereo unspecified),6%,5%,.,2%,i,
O=C(CCCn1c(=O)c2sccc2n(CC(=O)NCc2ccco2)c1=O)NCc1ccco1,2%,-14%,-7%,5%,1.0%,
O=C(CCCN1C(=O)c2ccccc2C1=O)Nc1c(C(=O)C2CC2)oc2ccccc12,-9%,-10%,-5%,-5%,0.2%,
CCN(C(=O)COC(=O)c1cc(=O)c2ccccc2o1)c1c(N)n(Cc2ccccc2)c(=O)[nH]c1=O,10%,-2%,-6%,-16%,0.9%,
COC(=O)c1ccc(CSc2nc3ccccc3c(=O)n2N)cc1,4%,25%,-10%,77%,i,
CN1CCc2c(sc3c2C(=O)NC(/C=C\c2ccccc2)N3)C1 (stereo unspecified),6%,-5%,.,0%,1.3%,
COc1ccc(N2CCN(C(=O)CN3c4cccc5cccc(c45)S3(=O)=O)CC2)cc1,.,4%,-1%,9%,1.3%,
CSc1ccccc1C(=O)Nc1cc(C)ccc1C,8%,?,3%,45%,i,
COCCNC(=O)/C(C#N)=c1\s/c(=C\c2ccccc2OC(F)F)c(=O)n1Cc1ccccc1,-2%,6%,.,17%,.,
# Further entries follow.
SMILES,PhoP GFP inhibition,M. tuberculosis HTS,H1N1 NS1A inhibition,M. tuberculosis,VEEV TC-83 Vero,others
O=C(Nc1cc(S(=O)(=O)N2CCOCC2)ccc1N1CCCCC1)c1ccccc1Br,.,9%,3%,52%,0.7%,
O=C(Nc1nccs1)c1ccc2c(c1)OCO2,-1%,2%,-9%,-7%,0.6%,
C=CCn1c(COc2ccc(F)cc2)nnc1SCC(=O)Nc1cccc(S(N)(=O)=O)c1,2%,2%,.,6%,1.0%,
Cc1onc(-c2c(F)cccc2Cl)c1C(=O)N1CCSCC1,-3%,-3%,.,-8%,1.9%,
CN(C)CCNc1c2c(nc3ccccc13)CCC2,6%,-1%,1%,6%,3.2%,
O=C(NC1CCCCC1)C(c1ccncc1)N(C(=O)c1csnn1)c1cccc(F)c1 (stereo unspecified),0%,3%,-5%,5%,i,
CCCCC(=O)C1CCN(Cc2ccccc2)CC1,7%,-6%,-7%,23%,1.4%,
CCC(C)NS(=O)(=O)c1ccc(NC(C)=O)cc1 (stereo unspecified),-2%,-8%,-4%,-1%,i,
O=C1C2C(C(=O)N1/N=C/c1ccc(N3CCCCC3)o1)C1C=CC2C12CC2 (stereo unspecified),3%,6%,13%,-19%,3.9%,
COc1cccc(CSc2nccn2C)c1,-7%,-10%,1%,1%,0.1%,
c1csc(CNCc2ccncc2)c1,2%,-8%,-2%,1%,1.0%,

# Retrieved by structure from above:
SMILES,PhoP GFP inhibition,M. tuberculosis HTS,H1N1 NS1A inhibition,M. tuberculosis,VEEV TC-83 Vero,others
CCC(C)NS(=O)(=O)c1ccc(NC(C)=O)cc1 (stereo unspecified),-2%,-8%,-4%,-1%,i,
CCCCC(=O)C1CCN(Cc2ccccc2)CC1,7%,-6%,-7%,23%,1.4%,

# Source: PubChem BioAssay (Southern Research Specialized Biocontainment Screening Center)
